Bioassay records deposited in PubChem BioAssay by The Scripps Research Institute Molecular Screening Center.
sPLA2-III inh: Blocks human group III sPLA2 activity; inhibition, % at 12.2 µM; Q9NZ20; actives 0.56% (n = 370,000); QFRET BODIPY PC-A2 liposome hydrolysis, fluorescence;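 active = inhibition above mean plus 3 SD of compounds lying within the high and low control bounds, cut at about 19% in these data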;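 also: 0% = median of test compound wells and 100% = no enzyme DMSO wells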
ssDAF12 agonist: activators of S. stercoralis DAF-12 nuclear receptor; activation, % at 6.8 µM; HEK293 ssDAF-12/GRIP1 lit1-tk-luc reporter, luminescence; % of 3 µM dafachronic acid response; actives 1% (n = 370,000);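 active = activation above the mean over all tested compounds plus 3 SD, cut at about 0.9% in these data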;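 also: 0% = DMSO-only wells and 100% = 3 µM delta7-dafachronic acid wells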
PLCb3 inh: blocks human PLC-beta3 enzyme activity; inhibition, % at 12.2 µM; AID 720704; actives 0.18% (n = 370,000); Purified PLC-beta3, fluorogenic substrate, fluorescence; in the data active = inhibition above about 11%;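 also: 0% = median of compound wells on plate and 100% = full blocker control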
ADAM10 inh: ADAM10 inhibition, QFRET primary screen; O14672; recombinant ADAM10, EDANS/DABCYL FRET peptide cleavage, 3 h; inhibition, % at 7 µM; actives 0.62% (n = 370,000); AID 720582;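 active = inhibition above a per-campaign cutoff equal to the mean of compounds falling between control-based bounds plus 3 SD, cut at about 20% in these data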;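 also: 0% = DMSO wells while the 100% control is not disclosed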
GAA850 FXN act: activators of GAA850 frataxin (FXN) promoter. HEK293 lucGAA850 FXN promoter luciferase reporter, 24 h; percent of 10 µM SAHA response. activation, % at 6 µM. actives 0.56% (n = 360,000). AID 540364;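 active = activation above the average of all compounds screened plus 3 SD, cutoff fixed separately per campaign, cut at about 7.5% in these data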;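 also: 0% = DMSO wells and 100% = 10 µM SAHA wells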
PLCg1 inh: inhibitors of human phospholipase C gamma1; actives 0.84% (n = 370,000); purified PLC-gamma1, fluorogenic substrate, fluorescence; inhibition, % at 12.2 µM; P19174; AID 720700; in the data active = inhibition above about 9.5%
hgDAF12 agonist: agonists of H. glycines DAF-12 nuclear receptor | HEK293 GAL4-hgDAF12 UAS-luciferase reporter, agonist luminescence; normalized to butyrate control | activation, % at 6.8 µM | actives 1.8% (n = 370,000) | AID 687014;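 active = activation above a cutoff set at the mean of all screened compounds plus 3 SD, cut at about 10% in these data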;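 also: 0% = DMSO wells and 100% = sodium butyrate wells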
hcDAF12 agonist: H. contortus DAF-12 activation, primary screen; HEK293 hcDAF-12 lit1-tk-luc reporter, luminescence; 0% DMSO, 100% Δ7-dafachronic acid; activation, % at 6.8 µM; actives 1.4% (n = 370,000); AID 652067;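 active = activation above the mean of all tested compounds plus 3 SD, cut at about 5.5% in these data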;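 also: 100% = response to 3 µM Δ7-dafachronic acid high control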
ADAM17 inh: inhibits human ADAM17 | P78536 | recombinant ADAM17, EDANS/DABCYL FRET peptide cleavage | inhibition, % at 6.95 µM | actives 0.83% (n = 370,000);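 active = inhibition above the mean of compounds lying between control limits plus 3 SD, set per campaign, cut at about 8.5% in these data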;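 also: 0% = DMSO-only wells as the low control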
DAX1 inh-1: inhibits human nuclear receptor DAX1; HEK293 Gal4-DAX1 luciferase reporter, luminescence; inhibition, % at 6.75 µM; actives 0.99% (n = 340,000); AID 504766;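 active = inhibition above the mean over all tested compounds plus 3 SD, cut at about 4.2% in these data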;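 also: 0% = DAX1-transfected cells with DMSO and 100% = empty-vector control cells with DMSO; inhibition shows as a rise in luminescence from relieved DAX1 repression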
DAX1 inh-2: blocks DAX1 repression of SF-1 activated StAR promoter. HEK293T StAR-luciferase reporter, SF-1/DAX-1 repression relief. inhibition, % at 6.8 µM. actives 1.1% (n = 370,000). AID 652010;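 active = inhibition above the mean over all tested compounds plus 3 SD, cut at about 3.6% in these data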;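 also: 0% = DAX-1 cells with DMSO and 100% = cells lacking DAX-1 with DMSO; higher inhibition means more luminescence from relief of DAX-1 repression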
Starred values were filed as active, the others as inactive; x = not tested or not shown.

Order of values – GAA850 FXN act | DAX1 inh-1 | hcDAF12 agonist | PLCg1 inh | ADAM17 inh | ADAM10 inh | ssDAF12 agonist | DAX1 inh-2 | hgDAF12 agonist | PLCb3 inh | sPLA2-III inh
> CCC(C)(C)NC(=O)C(c1cccc(OC)c1)N(C(=O)c1ccn[nH]1)c1cccc(OC)c1 (configuration not stated)
  -2.5 | -0.7 | -0.5 | 3.3 | 0.9 | 4.4 | -1.2 | -0.7 | -1.8 | 5.6 | -3.3
> CC(=O)NC(CCS(C)(=O)=O)C(=O)Nc1ccc2c(c1)OCO2 (configuration not stated)
  1.6 | 0.5 | 0.2 | -0.5 | 1.6 | -4.4 | -0.6 | 0.2 | -1.6 | 1.9 | -3.3
> CCn1c(=NC(=O)C2COc3ccccc3O2)sc2c(C)ccc(OC)c21 (configuration not stated)
  1.9 | -1.6 | -1.2 | 0.0 | -2.9 | 0.0 | -1.5 | -0.5 | 2.8 | -8.7 | -3.2
> CCOc1ccccc1N(CC(=O)NCc1ccccc1)C(=O)CCC(=O)Nc1cc(C)ccn1
  3.1 | 0.3 | -0.2 | 0.3 | -1.2 | 3.0 | -0.6 | -0.3 | -2.1 | 3.5 | -1.4
> CCCCN(CCCC)CCCNC(=O)CC1Oc2ccc(C)cc2NC1=O (configuration not stated)
  -1.3 | 0.1 | 0.4 | 0.0 | 0.4 | -9.8 | -1.7 | -0.2 | -0.3 | -4.7 | 3.9
> COc1ccc(-c2ccc(CO)o2)cc1N
  -3.4 | -0.5 | 0.5 | -12.6 | -5.9 | -17.1 | -0.8 | 0.2 | 2.0 | -19.1 | -4.6
> CCCC1NC(=O)c2cccnc2-n2c1nc1cc(F)c(F)cc1c2=O (configuration not stated)
  -2.8 | 0.2 | -1.4 | 1.6 | 4.3 | -0.4 | -1.1 | -0.1 | -1.1 | 0.0 | 8.3
> CC(C)n1c2ccccc2c2cc([N+](=O)[O-])ccc21
  1.7 | 1.6 | -1.8 | -1.3 | -4.2 | -7.7 | -1.6 | -0.3 | -0.8 | -9.9 | 3.8
> O=[N+]([O-])c1ccccc1N/N=C\c1ccccc1F
  4.2 | 0.4 | 4.1 | 2.3 | -1.3 | 8.4 | 0.2 | 0.5 | 2.3 | -0.9 | -1.0
> COC(=O)c1cc(C(=O)OCC(=O)N(C)C2CCS(=O)(=O)C2)cc([N+](=O)[O-])c1 (configuration not stated)
  -2.1 | 0.5 | 0.6 | 3.3 | -2.6 | 12.1 | -1.3 | -0.8 | -0.4 | -2.7 | 1.2
> Cc1ccc(/C=N/NC(=S)NCCc2ccccc2)s1
  -0.3 | 0.3 | 0.8 | -12.3 | -11.4 | -58.2 | -1.3 | 0.6 | 2.2 | -19.5 | 8.3
> COc1cccc(-n2nnnc2SCC(=O)Nc2ccc(NC(C)=O)cc2)c1
  -2.1 | 2.2 | -0.8 | 0.6 | 1.0 | 8.9 | -1.5 | -0.3 | 1.2 | -3.8 | -7.2
> CS(=O)(=O)N(CC(=O)Nc1cc(Cl)ccc1Cl)c1ccccc1
  2.8 | 0.2 | -0.9 | -2.3 | -1.1 | -0.1 | -1.5 | 0.1 | 1.3 | 1.0 | -4.5
> COc1ccccc1NC(=O)N1CCN(c2ccnc3cc(Cl)ccc23)CC1
  1.2 | -2.2 | -2.4 | -0.8 | -0.8 | -8.0 | -1.7 | -0.9 | -2.4 | -8.4 | 1.8
> CC(=O)NC(Cc1ccccc1F)C(=O)NC1CCN(C(=O)Nc2ccc(C)cc2)CC1 (configuration not stated)
  -1.6 | -0.7 | -2.0 | -3.0 | -2.8 | -5.8 | -1.6 | 0.2 | 1.1 | -4.0 | -0.2
> CC1(C)CC2CC(C)(CN2C(=O)COC(=O)c2ccccc2C(F)(F)F)C1 (configuration not stated)
  0.7 | -0.1 | -0.9 | 11.8* | -0.1 | -7.1 | -1.7 | -2.7 | -2.6 | -4.6 | 4.5
> COc1ccc(/C(O)=C2\C(=O)C(=O)N(c3cc(C)on3)C2c2ccccc2OC)cc1 (configuration not stated)
  -1.9 | 1.1 | -1.1 | -1.1 | 0.8 | -0.4 | -1.2 | -0.1 | 2.6 | -2.6 | -0.2
> NC(=O)CC(NC(=O)c1ccccc1)c1ccc(N2CCCCCCC2)c([N+](=O)[O-])c1 (configuration not stated)
  6.0 | 0.4 | 0.9 | 3.1 | -0.1 | 10.5 | -1.5 | 0.5 | -2.1 | 5.5 | -4.1
> Cc1sc2nc(CSCC(=O)Nc3ccc(OC(F)F)cc3)[nH]c(=O)c2c1C
  0.5 | -0.7 | 0.9 | -15.6 | -2.5 | -5.5 | -1.1 | -0.3 | 1.1 | -26.8 | -11.8
> CN(Cc1ccccc1)C(=O)c1cccc(C(=O)N(C)Cc2ccccc2)c1
  0.3 | 0.9 | -0.9 | 1.9 | -0.7 | -5.7 | -0.9 | -0.4 | 1.1 | -4.4 | -3.8
> O=C(c1c[nH]c2ccccc12)C(F)(F)F
  4.0 | 1.5 | 2.5 | 1.9 | 0.8 | -2.7 | -0.2 | 1.0 | 1.1 | -2.1 | -4.0
> O=[N+]([O-])c1cccnc1Oc1ccc(F)cc1F
  -1.3 | 3.9 | 0.5 | -3.5 | -3.3 | -12.2 | -1.1 | -0.2 | -2.8 | -5.6 | 10.9
> CCCCCN1N=C(C)CC1=O
  -1.1 | -2.7 | -0.6 | -0.6 | -0.4 | 0.1 | -1.8 | -0.9 | -4.3 | 3.4 | -6.0
> O=C(Nc1ccnn1C1CCN(C(=O)c2cccc(Cl)c2)CC1)C1CCOC1 (configuration not stated)
  -1.0 | 0.2 | -0.2 | 3.0 | 3.5 | -6.5 | -0.5 | 1.4 | 0.9 | -4.5 | -0.1
> Cc1ccccc1C(=O)N/N=C/c1ccc(Sc2ccccn2)o1
  2.8 | -0.1 | -0.6 | -3.0 | -4.4 | -15.3 | -1.3 | 0.8 | 2.1 | 0.1 | -1.2
> Cc1cc(C)nc(SCc2nnc(SCC(=O)Nc3nc(-c4ccccc4)cs3)n2-c2ccccc2)n1
  -1.5 | -1.1 | 0.3 | 11.4* | 6.1 | 12.1 | 0.1 | 0.7 | 4.0 | 6.8 | -0.5
> Cc1[nH]ncc1Nc1ccccc1C(C)C
  x | x | -0.5 | -1.3 | -4.1 | -7.3 | -1.2 | -0.2 | -1.0 | -0.5 | -1.0
> COc1ccc(OC)c(NC(=O)CN2C(=O)NC3(CCOc4ccccc43)C2=O)c1 (configuration not stated)
  0.7 | 1.9 | 3.2 | -1.5 | -4.5 | 1.0 | -0.1 | -0.6 | 0.2 | 2.0 | -5.1
> O=C(CN1CCN(Cc2ccccc2Cl)C1=O)NCc1ccccn1
  -1.4 | 0.4 | -1.5 | -0.2 | -1.9 | 8.0 | -1.4 | 0.8 | 0.2 | -9.2 | 1.6
> COC(=O)[C@]12C[C@H](CC(=O)NCC3CCCCC3)C(=O)N(Cc3ccccc3)C1=C[C@H](C(C)(C)C)O[C@@H]2C
  x | x | -0.1 | -3.0 | -2.4 | 2.5 | -1.2 | -0.6 | 1.5 | 1.6 | 10.3

Remaining list, next part.
Order of values – GAA850 FXN act | DAX1 inh-1 | hcDAF12 agonist | PLCg1 inh | ADAM17 inh | ADAM10 inh | ssDAF12 agonist | DAX1 inh-2 | hgDAF12 agonist | PLCb3 inh | sPLA2-III inh
> Cc1cc(C(=O)CSc2ncnc3ccccc23)c(C)n1C1CC1
  4.1 | -0.4 | -1.2 | -31.0 | -4.2 | -14.5 | -1.8 | -0.2 | 2.8 | -42.5 | -0.1
> S=c1[nH]ccn1CCc1ccccc1
  3.1 | 0.1 | -0.7 | 2.4 | -3.6 | -2.1 | -0.5 | 0.0 | 0.8 | -3.8 | 9.9
> CCOC(=O)C1=C(c2ccccc2)NC(=O)NC1c1cc(OCC)c(O)c([N+](=O)[O-])c1 (configuration not stated)
  0.3 | 1.5 | 2.3 | 0.8 | -2.1 | -1.8 | -0.9 | -0.1 | -0.5 | -1.8 | -4.3
> O=C(O)c1cccc(CSc2n[nH]c(-c3ccc(Cl)cc3Cl)n2)c1
  1.9 | 1.1 | -0.6 | -3.9 | -1.4 | -1.0 | -0.4 | 0.3 | 5.3 | -0.2 | -14.7
> COc1ccc(Nc2nc(N)nc(CN3CCN(c4ccc(F)cc4)CC3)n2)cc1
  0.7 | -0.4 | -2.1 | 0.2 | -1.9 | -3.4 | -1.8 | -1.1 | -2.7 | -0.7 | -1.7
> Cn1cc([N+](=O)[O-])c(C(=O)n2cccn2)n1
  0.4 | 2.2 | -1.9 | 3.2 | -1.8 | -0.9 | -0.8 | -0.5 | 0.2 | -4.6 | 1.5
> Cc1ccc2c(c1)N(CC(=O)N1CCN(C3CCCCC3)CC1)C(=O)CO2
  -0.2 | 2.2 | -1.1 | 0.8 | -2.8 | 2.2 | -1.6 | 0.3 | -0.2 | -1.9 | -2.2
> NC(=O)C[C@H](NC(=O)c1ccc(Cl)cc1)C(=O)OCc1ccccc1
  1.2 | 0.9 | -1.2 | 1.9 | -5.9 | -10.3 | -0.6 | -0.2 | 0.5 | -7.3 | 11.0
> CCOc1ccc(NC(=O)COC(=O)c2n[nH]c3ccccc23)cc1
  1.0 | 1.1 | 2.5 | 2.5 | 2.5 | 0.3 | -0.6 | 0.5 | 1.5 | 0.5 | -29.9
> COCCn1c(SCC(=O)N2CCC(C)CC2)nc2ccccc2c1=O
  2.3 | -0.7 | -1.5 | -2.4 | -7.1 | 1.1 | -2.0 | -0.9 | 0.3 | -1.4 | 2.2
> COC(=O)c1cccc(N(CC(=O)NC2CCCCC2)C(=O)CNC(=O)c2cccs2)c1
  1.1 | -0.4 | -1.1 | 1.0 | 0.4 | 1.1 | -1.2 | 0.2 | -1.8 | -6.0 | -4.0
> O=C(Cn1cc(COc2ccc(C(=O)c3ccccc3)cc2)nn1)c1ccc(O)cc1
  1.7 | -2.4 | -0.8 | 0.3 | -0.3 | -2.3 | -1.2 | -0.4 | -3.1 | -1.6 | -54.9
> COc1cc(CN2CCN(Cc3ccco3)CC2)cc(OC)c1
  -0.1 | 0.2 | -0.8 | -0.5 | -0.4 | 4.2 | -1.0 | -0.2 | 2.0 | -13.8 | -3.2
> Clc1ccc(CNc2ncnc3[nH]ncc23)c(Cl)c1
  2.4 | -0.5 | -1.6 | 2.8 | -1.9 | -1.4 | -1.5 | -0.4 | -2.7 | -2.6 | -9.4
> COc1cccc(NC(=O)CSc2nnc(Cc3cccs3)n2-c2ccc(C)cc2)c1
  -1.6 | -2.1 | -0.2 | 0.0 | 2.8 | 6.4 | -1.2 | -0.7 | -3.0 | 1.6 | -32.6
> Cc1occc1-c1nnc(SCC(=O)c2c[nH]c3ccccc23)n1C
  0.8 | 1.6 | 3.3 | -16.1 | -1.5 | 1.1 | 0.1 | -0.9 | 2.3 | -20.5 | -8.8
> COc1ccc(C(C)NC(=O)CC23CC4CC(CC(C4)C2)C3)cc1 (configuration not stated)
  4.2 | 0.2 | -1.3 | 4.5 | 5.3 | 0.2 | -0.7 | 0.4 | -1.1 | -3.6 | 13.5
